Assay outcomes as filed in PubChem BioAssay.
ERAP1 HTS inh – inhibitors of human ERAP1 aminopeptidase; Q9NZ08; recombinant ERAP1, Leu-AMC fluorescence, 60 min; inhibition, % at 10.7 µM; hit rate 0.15% among 340,000;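 active means mean replicate inhibition of at least 30%, or all replicates individually reaching that 30% level; inactive means mean below 30% and not every replicate reaching it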;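 further: 0% = neutral control wells and 100% = L-leucinethiol positive control wells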
esBAF inh – inhibitors of esBAF chromatin remodeling in mouse ES cells. Bmi1-luciferase knock-in reporter, 24 h; 100% = twice the neutral-well signal. reporter increase, % at 12.5 µM. hit rate 2% among 350,000. AID 602393; in the data active means activation above about 40%;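 further: 0% = median of the plate's neutral control wells and 100% = double that signal; a rise in the Bmi1 reporter signal indicates esBAF inhibition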
S100A4 MyoIIA – S100A4-myosin IIA interaction inhibition | P26447 | S100A4/TAMRA-MyoIIA peptide fluorescence polarization | inhibition, % at 10.7 µM | hit rate 0.14% among 360,000 | AID 652163;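 active means mean inhibition of at least 70% across replicates, with every replicate also reaching that level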
Target sequence (P26447 whole entry, looked up): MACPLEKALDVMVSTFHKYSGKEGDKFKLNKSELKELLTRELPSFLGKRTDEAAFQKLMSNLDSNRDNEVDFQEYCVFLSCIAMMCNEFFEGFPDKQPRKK
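Compound dosing: one dose per compound; test system: human S100A4 monomer with TAMRA-labelled myosin IIA peptide; probe or stimulus: TAMRA-labelled myosin IIA heavy-chain peptide probe, 5 nM; medium: HEPES buffer with Ca2+, pH 7.2; schedule: 5 min incubation before reading; benchmarks: neutral control DMSO, positive control TFP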
ERp5 block – inhibitors of human ERp5. ERp5 insulin aggregation, absorbance 650 nm, 90 min. inhibition, % at 9.99 µM. hit rate 0.05% among 350,000. AID 651711;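 active means mean replicate inhibition above about 25%, with every replicate also reaching it, limit read from the data, passing the limit was not always enough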
E-selectin induc – E-selectin induction on HUVECs; HUVEC E-selectin immunofluorescence imaging; normalized: neutral wells 0, TNF-alpha wells 100; hit rate 0.37% among 260,000; P16581; AID 686992; activation, % at 7.58 µM;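 active means mean E-selectin-positive cell signal at least 10% of the positive control, reached in at least 60% of replicates, without over 20% cell loss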;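 further: in these data hits start at about 27%; measured in HUVEC primary endothelial cells; signal is the percent of cells scored E-selectin positive by PE staining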
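Test system: HUVEC | Signal: Immunofluorescence imaging | Read-out: Percent E-selectin-positive cells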
RAD54 branch – blocks human RAD54 Holliday junction branch migration; Q92698; FAM/BHQ fluorescence; inhibition, % at 10.4 µM; hit rate 0.14% among 360,000;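 active means mean normalized replicate activity at least 40 and at least half of replicates scoring 40 or more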;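 further: 0% = median of neutral control wells and 100% = median of positive control wells; inhibitors cause a drop in the FAM fluorescence signal; in these data hits start at about 50%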
Target sequence (Q92698 whole entry, looked up): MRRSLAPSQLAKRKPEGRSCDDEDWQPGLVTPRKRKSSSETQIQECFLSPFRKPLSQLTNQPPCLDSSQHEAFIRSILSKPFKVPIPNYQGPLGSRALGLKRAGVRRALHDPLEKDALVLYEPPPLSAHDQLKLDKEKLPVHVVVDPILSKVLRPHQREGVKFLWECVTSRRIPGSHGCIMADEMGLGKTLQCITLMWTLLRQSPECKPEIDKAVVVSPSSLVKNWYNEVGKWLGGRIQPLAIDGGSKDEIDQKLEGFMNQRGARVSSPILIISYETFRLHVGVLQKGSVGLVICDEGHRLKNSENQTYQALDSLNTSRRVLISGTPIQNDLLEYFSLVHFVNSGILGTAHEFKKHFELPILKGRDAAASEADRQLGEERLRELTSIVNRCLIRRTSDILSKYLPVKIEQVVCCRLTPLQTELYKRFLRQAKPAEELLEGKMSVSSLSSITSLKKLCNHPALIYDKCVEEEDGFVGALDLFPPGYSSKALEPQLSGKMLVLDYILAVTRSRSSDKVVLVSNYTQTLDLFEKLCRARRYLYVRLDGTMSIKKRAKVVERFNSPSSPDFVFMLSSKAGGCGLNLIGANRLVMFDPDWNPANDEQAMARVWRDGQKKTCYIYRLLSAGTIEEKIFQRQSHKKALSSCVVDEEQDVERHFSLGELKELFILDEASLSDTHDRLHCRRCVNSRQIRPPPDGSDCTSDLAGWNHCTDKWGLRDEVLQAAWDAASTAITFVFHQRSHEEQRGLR
RAD52 anneal inh – inhibitors of human RAD52 DNA annealing; inhibition, % at 18.7 µM; recombinant RAD52 DNA annealing, FRET fluorescence; P43351; hit rate 0.46% among 360,000; AID 651710;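 active means every replicate showing at least 50% inhibition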
Xi reactivation – X-chromosome reactivation activator | XiGFP mouse fibroblasts, % GFP-positive cells imaging, 3 d; cells co-treated with 5-aza-dC sensitizer; scaled so ellipticine positive control = 100% | activation, % at 7.58 µM | hit rate 0.055% among 360,000 | AID 743238;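 active means mean normalized replicate activation at least 10% and every replicate at or above 10%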;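 further: 0% = median of on-plate neutral control wells and 100% = ellipticine 6 µM median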
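Material: XiGFP fibroblasts, SV40-immortalized. Buffer or medium: DMEM plus 5-aza-dC sensitizer. Compound: single concentration per compound, delivered by pin transfer. Times: 3 days compound exposure. Controls: ellipticine 6 µM.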
* hit, by the source's call; · = no result given.

1. O=C(COC(=O)Cc1cccc(C(F)(F)F)c1)NC1CCS(=O)(=O)C1 (centres undefined)
2. CCOC(=O)c1c(CSc2ccc(CC)cc2)oc2ccc(O)c(CN(C)C)c12
3. Cc1ccc(Cl)cc1N1CCN(C(=O)c2cc3c(=O)n(C)c4ccccc4c3n2C)CC1
4. COc1ccc(Cl)cc1NC(=O)C(OC)c1ccccc1 (centres undefined)
5. O=C(Nc1cc(F)ccc1F)N1CC(=O)N2[C@H](C1)[C@@H](c1ccc(-c3cccc(F)c3)cc1)[C@@H]2CO
6. COc1cc(-c2cc(C(=O)Nc3ccc(C)c(S(=O)(=O)N4CCOCC4)c3)c3ccccc3n2)cc(OC)c1OC
Assay by compound	1	2	3	4	5	6
Xi reactivation	0.0	0.1	0.3	0.3	0.1	0.2
ERAP1 HTS inh	0.0	4.8	-0.3	5.7	0.3	1.2
E-selectin induc	·	0.1	0.0	0.2	0.2	0.0
RAD52 anneal inh	-10.0	57.8*	-14.1	-4.7	-9.6	-12.6
RAD54 branch	·	29.6	3.9	3.9	·	-2.0
ERp5 block	10.6	-1.2	1.4	-2.6	-3.7	12.8
esBAF inh	-1.8	-13.2	4.5	-4.2	·	-3.7
S100A4 MyoIIA	-2.8	-9.5	-0.5	16.2	8.1	4.9

Entries of single compounds as entered above.
Cc1ccc(Cl)cc1N1CCN(C(=O)c2cc3c(=O)n(C)c4ccccc4c3n2C)CC1 as listed: Xi reactivation: 0.3; ERAP1 HTS inh: -0.3; E-selectin induc: 0.0; RAD52 anneal inh: -14.1; RAD54 branch: 3.9; ERp5 block: 1.4; esBAF inh: 4.5; S100A4 MyoIIA: -0.5
COc1cc(-c2cc(C(=O)Nc3ccc(C)c(S(=O)(=O)N4CCOCC4)c3)c3ccccc3n2)cc(OC)c1OC as listed: Xi reactivation: 0.2; ERAP1 HTS inh: 1.2; E-selectin induc: 0.0; RAD52 anneal inh: -12.6; RAD54 branch: -2.0; ERp5 block: 12.8; esBAF inh: -3.7; S100A4 MyoIIA: 4.9
O=C(Nc1cc(F)ccc1F)N1CC(=O)N2[C@H](C1)[C@@H](c1ccc(-c3cccc(F)c3)cc1)[C@@H]2CO as listed: Xi reactivation: 0.1; ERAP1 HTS inh: 0.3; E-selectin induc: 0.2; RAD52 anneal inh: -9.6; RAD54 branch: ·; ERp5 block: -3.7; esBAF inh: ·; S100A4 MyoIIA: 8.1

The list goes on:
7. O=C(Oc1ccc(N(C(=O)c2ccncc2)S(=O)(=O)c2cccs2)cc1)c1ccncc1
8. CC1CCc2sc(C(=O)OCC(=O)NC(C)C)cc2C1 (centres undefined)
9. OC[C@H]1[C@H](c2ccc(-c3ccccc3F)cc2)[C@@H]2CN(Cc3ccncc3)CCCCN12
10. Cc1ccc(NC(=O)COC(=O)CCc2ccccc2)c(Cl)c1
11. COc1ccc(/C=N/NS(=O)(=O)c2ccccc2)cc1OC
12. COc1ccc2[nH]c(=O)c(CN(C(=O)c3cccnc3)c3ccc(C)cc3C)cc2c1
Assay by compound	7	8	9	10	11	12
Xi reactivation	0.4	0.1	0.2	0.0	0.0	1.9
ERAP1 HTS inh	-6.2	1.0	0.5	2.9	-1.5	2.4
E-selectin induc	·	·	-0.3	0.1	0.2	·
RAD52 anneal inh	-8.8	3.9	-25.3	-13.4	-0.9	-6.3
RAD54 branch	·	-0.2	4.1	4.8	-4.5	4.8
ERp5 block	3.1	-0.2	4.3	1.5	-4.6	-1.7
esBAF inh	·	-6.1	·	2.7	-2.2	·
S100A4 MyoIIA	-7.3	-1.8	3.8	0.1	-0.4	1.7

Compounds 1 through 2 of the list above:
1. O=C(COC(=O)Cc1cccc(C(F)(F)F)c1)NC1CCS(=O)(=O)C1 (centres undefined)
2. CCOC(=O)c1c(CSc2ccc(CC)cc2)oc2ccc(O)c(CN(C)C)c12
Assay by compound	1	2
Xi reactivation	0.0	0.1
ERAP1 HTS inh	0.0	4.8
E-selectin induc	·	0.1
RAD52 anneal inh	-10.0	57.8*
RAD54 branch	·	29.6
ERp5 block	10.6	-1.2
esBAF inh	-1.8	-13.2
S100A4 MyoIIA	-2.8	-9.5

Next section
13. COc1ccc(CCNC(=O)c2c(C)noc2C)cc1
14. COc1ccc(-c2c(C#Cc3ccsc3)c3cc(-c4ccc(C(N)=O)cc4)ccc3n2C)cc1
15. C[C@@H]1CN([C@H](C)CO)C(=O)c2cc(C#CCc3ccccc3)cnc2O[C@H]1CN(C)C(=O)C1CCOCC1
16. C[C@@H]1CN([C@H](C)CO)C(=O)c2cc(NS(=O)(=O)c3cccs3)ccc2O[C@@H](C)CCCCO[C@H]1CN(C)C(=O)C1CCCCC1
17. COC(=O)c1cc2c(c3c4cc(C)ccc4n(S(=O)(=O)c4ccc(C)cc4)c13)C(=O)N(Cc1ccc(N(C)C)cc1)C2
18. CCc1ccc(NC(=O)C2CCN(S(=O)(=O)c3ccc4c(c3)NC(=O)C(C)S4)CC2)cc1 (centres undefined)
Assay by compound	13	14	15	16	17	18
Xi reactivation	·	0.0	-0.1	0.2	-0.1	0.1
ERAP1 HTS inh	1.3	0.4	1.7	-0.2	-0.5	-0.6
E-selectin induc	·	1.0	0.0	0.1	0.0	2.0
RAD52 anneal inh	-4.5	-13.0	20.3	-6.7	-20.6	-439.4
RAD54 branch	19.2	-20.5	-8.2	·	·	-6.9
ERp5 block	-1.0	4.5	1.7	-3.4	7.9	14.6
esBAF inh	-7.4	-11.5	-3.2	·	·	0.9
S100A4 MyoIIA	-3.3	0.6	-8.4	3.3	33.1	-22.4

19. Cc1ccc(NC(=O)COC(=O)C2(CC(=O)NC(C)(C)C)CCCC2)cc1C
20. C[C@H](CO)N1C[C@H](C)[C@H](CN(C)C(=O)NC2CCCCC2)Oc2ncc(-c3ccc(F)cc3)cc2C1=O
21. CCOc1ccccc1NC(=O)c1ccccc1N(C)S(=O)(=O)c1ccc(C)cc1
22. Cc1ccc2c(c1)C(C)CC(C)(C)N2C(=O)CN1CCN(C)CC1 (centres undefined)
23. CCOC(=O)C1(Cc2cccc(Cl)c2)CCCN(C(=O)c2cc(C)on2)C1 (centres undefined)
24. CCO[C@@H]1OC(C(=O)N2CCN(Cc3ccccc3)CC2)=C[C@H](c2coc3ccccc3c2=O)[C@H]1CCCO
Assay by compound	19	20	21	22	23	24
Xi reactivation	0.0	0.3	0.4	-0.1	0.2	0.1
ERAP1 HTS inh	-10.1	0.0	-0.4	·	3.9	2.9
E-selectin induc	·	-4.0	-0.1	0.2	-0.3	-0.6
RAD52 anneal inh	-2.6	7.5	-2.9	-4.3	0.3	-17.9
RAD54 branch	-1.7	-3.8	·	·	-2.8	1.1
ERp5 block	-1.6	2.7	-2.9	-4.3	-14.4	9.4
esBAF inh	3.5	-2.9	·	-2.6	52.9*	4.5
S100A4 MyoIIA	-0.9	5.0	1.7	3.8	-1.5	-7.6

25. COc1ccc(S(=O)(=O)Nc2ccc3c(c2)CC(=O)N([C@@H](C)CO)C[C@H](C)[C@@H](CN(C)C(=O)Nc2c(C)noc2C)O3)cc1
26. Cc1c(C(=O)c2ccccc2)c2ccccn2c1CCc1ccccn1
27. C[C@H](NC(=O)C[C@@H]1C=C[C@H](NC(=O)CN2CCOCC2)[C@@H](CO)O1)c1ccccc1
28. CCCNC(=O)Nc1ccc2c(c1)OC[C@H](C)NC[C@H](C)[C@H](OC)CN(C)C2=O
29. O=C(C1CCC1)N1CCCCN2[C@@H](CO)[C@@H](c3ccc(-c4ccncc4)cc3)[C@@H]2C1
30. COc1cccc(NC(=O)c2cnc(SCC(=O)NCc3ccc4c(c3)OCO4)n(C)c2=O)c1
Assay by compound	25	26	27	28	29	30
Xi reactivation	0.2	-0.1	-0.1	0.6	0.0	0.1
ERAP1 HTS inh	1.5	3.7	5.7	-1.1	-1.6	1.2
E-selectin induc	-0.1	0.9	8.9	-0.1	0.9	0.8
RAD52 anneal inh	-9.4	-16.0	-0.8	2.5	-8.4	-3.9
RAD54 branch	-6.0	·	2.6	4.8	3.6	·
ERp5 block	2.6	0.9	-3.5	-1.3	-2.5	0.6
esBAF inh	3.7	·	3.6	-2.0	-1.8	·
S100A4 MyoIIA	14.5	-2.0	39.3	-0.1	-6.4	3.9

Structures shown so far containing an aryl thioether with sulfur outside any ring (two):
2. CCOC(=O)c1c(CSc2ccc(CC)cc2)oc2ccc(O)c(CN(C)C)c12
30. COc1cccc(NC(=O)c2cnc(SCC(=O)NCc3ccc4c(c3)OCO4)n(C)c2=O)c1
Assay by compound	2	30
Xi reactivation	0.1	0.1
ERAP1 HTS inh	4.8	1.2
E-selectin induc	0.1	0.8
RAD52 anneal inh	57.8*	-3.9
RAD54 branch	29.6	·
ERp5 block	-1.2	0.6
esBAF inh	-13.2	·
S100A4 MyoIIA	-9.5	3.9

The listing continues.
31. O=C1CC(C(=O)N2CCN(c3ccccn3)CC2)CN1Cc1ccccc1Cl (centres undefined)
32. CCCNC(=O)C1(C)CCN(CCOc2ccc(Cl)cc2)C1 (centres undefined)
33. CC(=O)c1sc(-c2ccc(F)cc2)cc1NS(=O)(=O)c1ccc(C)cc1
34. CS(=O)(=O)Nc1ccc2c(c1)[C@@H]1C[C@H](CC(=O)NCCc3ccccc3)O[C@H](CO)[C@@H]1O2
35. Cc1cccc(S(=O)(=O)N2CN(CC3CCCO3)c3nc4ccccc4nc32)c1 (centres undefined)
36. N#CCCN(Cc1ccccc1)C(=O)Nc1ccc2c(c1)CCO2
Assay by compound	31	32	33	34	35	36
Xi reactivation	0.3	0.1	-0.1	0.2	0.1	0.0
ERAP1 HTS inh	-1.2	-0.5	4.7	1.6	1.9	-0.1
E-selectin induc	-0.9	-0.1	0.5	0.4	·	0.1
RAD52 anneal inh	-1.6	-0.6	-7.8	-16.5	-152.5	-5.4
RAD54 branch	13.7	-2.9	·	1.6	-7.7	-2.5
ERp5 block	-0.5	0.0	6.0	3.3	-4.0	0.4
esBAF inh	-2.5	-11.8	0.1	2.2	10.4	-0.8
S100A4 MyoIIA	185.0*	1.2	-7.2	-13.1	-16.7	9.2

37. Cc1nnc(N/N=C/c2c[nH]c3ccccc23)[nH]c1=O
38. COc1ccccc1NC(=O)C(=O)N(c1cccnc1)C(C(=O)NC(C)(C)C)c1ccccc1F (centres undefined)
39. COC(=O)[C@H](CC(C)C)NC(=O)NCCC1=CCCCC1
40. COC(=O)CCN1CCC2CC1c1cc(N3CCCCC3)ccc12 (centres undefined)
41. CCc1nn(CCCC(=O)N(C)Cc2ccccc2)c(=O)c2cc3occc3n12
42. O=C(COC(=O)Cc1n[nH]c(=O)c2ccccc12)Nc1ncc(Cl)cc1Cl
43. CCCCOC(=O)/C=C\C(=O)NC(N)=O
44. COc1ccc(-n2nc(C(=O)NCC(=O)N3CCCCC3)c3ccccc3c2=O)cc1
Assay by compound	37	38	39	40	41	42	43	44
Xi reactivation	-0.2	0.1	0.1	·	0.0	0.0	0.0	0.1
ERAP1 HTS inh	0.1	22.6	0.0	-1.7	3.6	-1.9	4.0	6.8
E-selectin induc	·	5.1	·	2.7	·	6.5	·	·
RAD52 anneal inh	8.7	-7.5	-0.1	-14.5	-5.4	-18.7	-12.1	-12.1
RAD54 branch	-3.6	·	·	8.4	-20.8	-16.6	-3.9	8.7
ERp5 block	-2.2	3.1	-0.4	4.1	0.5	2.7	0.9	-1.0
esBAF inh	·	·	·	-3.1	-3.2	0.2	-10.4	25.3
S100A4 MyoIIA	-1.5	-4.3	-3.6	-5.1	3.7	3.1	-1.0	-3.5
